# TAAR1 agonist – human TAAR1 agonism. Q96RJ0. CHO RD-HGA16 TAAR1, Fluo-8 calcium fluorescence; vehicle wells 0%, saturating PEA agonist 100%. activation, % at 3 µM. hit rate 0.99% among 360,000. AID 624467;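 active = activation above the mean activation of all test compounds in the run plus 3 SD, cut at about 38% in these data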
#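 Test system: RD-HGA16 (CHO) cells co-expressing Gα16 and hTAAR1; dosing: one-point dosing at 3 µM (nominal); timing: 17-24 h seeding, 75 min 37 °C dye, 30 min RT; signal: kinetic Fluo-8 calcium fluorescence; read-out basis: % activation relative to PEA EC100 response; controls: DMSO and PEA EC100; replicates: n 1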
# M1 PAM parental – M1 PAM counterscreen hit in parental CHO-K1 cells; ATP EC20, Fluo-8 calcium fluorescence; 0% at ATP EC20, 100% at ATP max; activation, % at 3 µM; hit rate 0.02% among 360,000; AID 602247;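 active = activation above the run cutoff, the mean activation of all test compounds plus 3 SD, cut at about 40% in these data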;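 also: peak over basal fluorescence ratio in a 140 s read after ATP addition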
# CHO-K1 Ca ag – counter-screen for M1 agonists: effect in parental CHO-K1 cells; Fluo-8 calcium fluorescence; scaled to maximal ATP response, vehicle zero; hit rate 0.48% among 360,000; activation, % at 3 µM; AID 602248; in the data active = activation above about 15%;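 also: untransfected CHO-K1 host cells lacking M1 receptor as counterscreen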
# M1 ag – human M1 muscarinic receptor agonism | CHO-K1 hM1, Fluo-8 calcium fluorescence, agonist mode; 0% DMSO, 100% acetylcholine EC100 | activation, % at 3 µM | hit rate 0.33% among 360,000 | AID 588814;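 active = activation above the run's mean compound activation plus 3 SD, cut at about 16% in these data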;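 also: peak over basal fluorescence ratio within a 140 s kinetic read after compound addition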
# V1aR counter – counter-screen for oxytocin receptor agonists: human V1a receptor agonists. CHO-V1R cells, Fluo-8 calcium fluorescence, agonist mode; 0% DMSO, 100% 3 nM vasopressin. P37288. activation, % at 3 µM. AID 2797. hit rate 0.25% among 320,000;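 active = activation above the mean activation of all tested compounds plus 3 SD, per screening run, cut at about 20% in these data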;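 also: signal is peak over basal fluorescence ratio across a 100 second FLIPR read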
# Target sequence (P37288 whole entry, looked up): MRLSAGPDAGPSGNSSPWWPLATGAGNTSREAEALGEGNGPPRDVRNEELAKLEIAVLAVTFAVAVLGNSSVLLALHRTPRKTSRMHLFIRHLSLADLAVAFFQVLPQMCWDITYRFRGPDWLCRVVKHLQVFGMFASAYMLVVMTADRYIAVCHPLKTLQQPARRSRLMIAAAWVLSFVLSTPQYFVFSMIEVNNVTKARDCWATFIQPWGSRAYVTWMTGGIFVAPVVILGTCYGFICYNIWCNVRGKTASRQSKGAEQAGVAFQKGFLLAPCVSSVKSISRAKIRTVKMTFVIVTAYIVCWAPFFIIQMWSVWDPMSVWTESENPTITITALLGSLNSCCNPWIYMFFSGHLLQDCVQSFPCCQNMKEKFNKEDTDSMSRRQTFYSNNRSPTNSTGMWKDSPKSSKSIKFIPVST
# TAAR1 antagonist – human TAAR1 antagonism; Q96RJ0; CHO RD-HGA16 TAAR1, Fluo-8 calcium fluorescence, antagonist; inhibition, % at 3 µM; hit rate 1.5% among 360,000; AID 624466;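 active = inhibition above a per-plate cutoff, the mean inhibition of test compounds on that plate plus 3 SD, cut at about 49% in these data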;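 also: 0% = DMSO plus EC80 beta-PEA response and 100% = DMSO alone without agonist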
#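 Test system – hTAAR1-expressing CHO RD-HGA16 cells, Gα16-coupled · Reagent – β-PEA at EC80 concentration, post-compound challenge · Compound dosing – 3 µM, single point · Timing – 140 s kinetic read after compound, 140 s after agonist · Detection – Fluo-8 intracellular calcium dye fluorescence, real-time kinetic reads · Control set – DMSO and EC80 PEA controls · Repeats – n of 1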
# CHO-K1 Ca antag – M1 antagonist counterscreen hit in parental CHO-K1 cells; ATP-induced calcium, Fluo-8 fluorescence; inhibition, % at 3 µM; hit rate 0.6% among 360,000; AID 602250;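 active = inhibition above a per-plate cutoff, the plate's mean sample inhibition plus 3 SD, cut at about 24% in these data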;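 also: 0% = DMSO plus EC80 ATP and 100% = DMSO alone without ATP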
# CHO parental Ca – counter-screen: ATP calcium response change in parental CHO cells | inhibition, % at 5.6 µM | parental CHO-K1, ATP-induced calcium, Fluo-8 fluorescence | hit rate 0.63% among 330,000;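 active = inhibition above that plate's mean sample inhibition plus 3 SD, cut at about 26% in these data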;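 also: 0% = ATP-challenged DMSO wells and 100% = DMSO wells without ATP; some compounds past the cut are filed as inactive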
#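 Assay system – parental CHO cells · Reagent – ATP stimulus · Detection – intracellular calcium via Fluo-8 no-wash fluorescent dye · Evaluation – percent inhibition of ATP-evoked calcium rise, normalized to controls · Controls – ATP wells versus no-ATP DMSO wells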
# OXTR potentiate – potentiators of human oxytocin receptor; P30559; CHO-OTR cells, Fluo-8 calcium fluorescence, potentiator mode; 0% = oxytocin EC15, 100% = EC100; activation, % at 3 µM; hit rate 0.061% among 320,000; AID 2445;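 active = activation above that plate's cutoff, the mean activation of tested compounds plus 3 SD, cut at about 6.6% in these data, passing the limit was not always enough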;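 also: 100% uses oxytocin at 75 nM as the full agonist control; some results filed as inactive read as strong as hits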
# Target sequence (P30559 whole entry, looked up): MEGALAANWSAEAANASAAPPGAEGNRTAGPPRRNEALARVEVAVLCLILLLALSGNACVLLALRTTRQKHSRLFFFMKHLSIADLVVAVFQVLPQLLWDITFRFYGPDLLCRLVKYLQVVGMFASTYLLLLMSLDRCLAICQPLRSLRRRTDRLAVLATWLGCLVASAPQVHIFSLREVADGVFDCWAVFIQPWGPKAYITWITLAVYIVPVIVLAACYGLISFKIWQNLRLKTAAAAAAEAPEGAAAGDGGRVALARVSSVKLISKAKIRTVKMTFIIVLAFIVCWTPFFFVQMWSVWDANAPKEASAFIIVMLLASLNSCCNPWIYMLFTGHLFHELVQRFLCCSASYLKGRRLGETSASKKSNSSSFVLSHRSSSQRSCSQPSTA
#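 Material: CHO-OTR cells, human receptor; compound dosing: single dose, 3.0 µM nominal final compound concentration; schedule: 6 min compound pre-incubation at room temperature, 100 s kinetic read; measured by: kinetic Fluo-8 calcium fluorescence; read-out basis: % activation vs EC15 and EC100 oxytocin; controls: EC15 oxytocin alone as 0%, 75 nM oxytocin as 100%; replicates: singlicate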
# * = called active by the depositor; / = not tested or not shown.
# The first 4 compounds, ahead of the listing:
SMILES,TAAR1 agonist,M1 PAM parental,CHO-K1 Ca ag,M1 ag,V1aR counter,TAAR1 antagonist,CHO-K1 Ca antag,CHO parental Ca,OXTR potentiate
CC(/C=C1\SC(=S)N(NS(=O)(=O)c2ccc(C)cc2)C1=O)=C\c1ccccc1,-5,7,0.3,-2,-0.2,-1,-6,-7,0
Cc1oc(-c2ccc(Cl)cc2)nc1CSCC(=O)NC1CCN(Cc2ccccc2)CC1,3,10,10,1,10,-26,-6,-20,-8
O=C(COC(=O)/C=C/c1ccc2ccccc2n1)NNC(=O)c1ccccc1,1,19,2.1,-3,/,-9,-14,/,/
CCc1ccc(OCC(=O)N/N=C(\C)c2ccccc2OC(F)F)cc1,0,7,0.9,-6,2.4,22,-6,-26,-10

# The listing, previewed entries included:
SMILES,TAAR1 agonist,M1 PAM parental,CHO-K1 Ca ag,M1 ag,V1aR counter,TAAR1 antagonist,CHO-K1 Ca antag,CHO parental Ca,OXTR potentiate
CC(/C=C1\SC(=S)N(NS(=O)(=O)c2ccc(C)cc2)C1=O)=C\c1ccccc1,-5,7,0.3,-2,-0.2,-1,-6,-7,0
Cc1oc(-c2ccc(Cl)cc2)nc1CSCC(=O)NC1CCN(Cc2ccccc2)CC1,3,10,10,1,10,-26,-6,-20,-8
O=C(COC(=O)/C=C/c1ccc2ccccc2n1)NNC(=O)c1ccccc1,1,19,2.1,-3,/,-9,-14,/,/
CCc1ccc(OCC(=O)N/N=C(\C)c2ccccc2OC(F)F)cc1,0,7,0.9,-6,2.4,22,-6,-26,-10
CCOc1ccc(-n2c(SCc3cc(=O)oc4cc(C)c(C(C)C)cc34)nnc2-c2cccnc2)cc1,-4,6,-0.4,-6,0.1,-9,0,-37,-6
O=C(CCCC(=O)OCC(=O)c1cccs1)Nc1ccc(F)cc1,5,20,2.2,-3,1.0,0,-12,-9,-10
O=C(C[n+]1ccc(Cc2ccccc2)cc1)Nc1ccccc1,0,21,0.9,-11,0.6,19,-2,-9,-1
CCCOC(=O)c1ccc(NC(=O)CSC2=Nc3ccccc3C3CC=NN23)cc1 (configuration not stated),6,11,-0.4,-4,-0.7,-22,-2,-9,-7
O=C(Nc1cc(C(F)(F)F)ccc1N1CCOCC1)c1ccc(F)cc1,10,7,0.2,1,-1.0,-5,-4,-12,3
COC(=O)CNC(=O)COC(=O)/C=C/c1cccs1,2,20,0.6,-2,-0.4,-13,-8,-10,-4
CCOc1ccc(S(=O)(=O)NC(Cc2c[nH]c3ccccc23)C(=O)O)cc1 (configuration not stated),9,17,0.0,-4,-0.7,-16,-7,-7,-12
COc1ccc(S(=O)(=O)N(C)CC(=O)NCc2ccco2)cc1,-1,23,0.9,-6,0.1,5,-27,-11,4
Cc1c(CC(=O)O)c(=O)oc2c(C)c(OCc3ccc(F)cc3Cl)ccc12,-1,5,0.5,-1,0.3,9,8,0,-16
CN=c1oc2ccc(Cl)cc2cc1C(N)=O,14,15,-0.2,-1,0.6,-11,-8,-15,2
CC1(C)Cc2c(ccc3ccccc23)/C(=C/C(=O)N2CCCCC2)N1,10,23,0.7,-5,-1.3,-8,-19,-30,-14
c1ccc(Cc2noc(CN3CCN(C4CCc5ccccc5C4)CC3)n2)cc1 (configuration not stated),1,3,2.5,-8,0.9,1,-14,-14,-4
Cc1csc2c(SCC(=O)NNS(=O)(=O)c3cccc(C(F)(F)F)c3)ncnc12,2,-16,4.9,-1,-0.6,-14,8,-10,4
COc1cc(/C=N/N2C(=O)c3ccccc3NC2(C)c2cccc([N+](=O)[O-])c2)cc(Br)c1O (configuration not stated),3,7,0.8,-3,-1.4,27,4,-20,-8
Cc1ccc(-c2noc(CN(C(=O)C(c3ccccc3)c3ccccc3)C(C)C)n2)cc1,3,3,1.1,-3,0.7,9,1,52*,-3
NC(=O)C1=C[C@H](c2coc3ccccc3c2=O)C[C@H](OCCCCO)O1,9,4,0.4,-3,0.7,-6,-6,-5,-7
COc1ccc(CN(C)CCCn2cnc3c(OCc4ccccc4)ncnc32)cc1OC,0,5,0.3,-10,/,17,-9,/,/
COCCNC(=O)c1cc2cc(Cl)cc(Cl)c2oc1=O,3,14,0.7,-2,-0.4,-18,-15,0,2
Cc1ccc(C(=O)NCC2(c3ccccc3)CCCC2)cc1,-1,4,-0.4,-4,-1.3,-15,1,-21,-6
Cc1ccc(S(=O)(=O)N2CCCCC2)cc1NC(=O)c1ccc(Cl)nc1,7,7,6.4,-3,1.8,26,-14,-25,0
CCOC(=O)c1cc(-c2ccccc2)sc1NC(=O)c1ccc(OC)c(OC)c1,2,-9,-0.3,1,0.4,-3,8,-5,-2

# A second format for some results above:
# The line under a structure holds: TAAR1 agonist | M1 PAM parental | CHO-K1 Ca ag | M1 ag | V1aR counter | TAAR1 antagonist | CHO-K1 Ca antag | CHO parental Ca | OXTR potentiate
COc1ccc(S(=O)(=O)N(C)CC(=O)NCc2ccco2)cc1
→ -1 | 23 | 0.9 | -6 | 0.1 | 5 | -27 | -11 | 4
Cc1c(CC(=O)O)c(=O)oc2c(C)c(OCc3ccc(F)cc3Cl)ccc12
→ -1 | 5 | 0.5 | -1 | 0.3 | 9 | 8 | 0 | -16
CN=c1oc2ccc(Cl)cc2cc1C(N)=O
→ 14 | 15 | -0.2 | -1 | 0.6 | -11 | -8 | -15 | 2

# More structures follow:
SMILES,TAAR1 agonist,M1 PAM parental,CHO-K1 Ca ag,M1 ag,V1aR counter,TAAR1 antagonist,CHO-K1 Ca antag,CHO parental Ca,OXTR potentiate
Cc1nn(-c2ccccn2)c2c1C(c1ccncc1)C1=C(CC(C)(C)CC1=O)N2 (configuration not stated),/,-9,-0.6,-7,-2.0,/,4,-19,3
Cc1cccc(C)c1OCc1nnc(SCC(=O)Nc2ccc(N3CCOCC3)cc2)o1,13,4,0.5,-5,6.2,2,-5,-3,-13
O=C(c1ccc(Nc2cccc(C(F)(F)F)c2)nc1)N1CCCC1,-1,1,-0.6,-5,-0.5,-15,-12,-13,-1
O=C(c1sccc1-c1ccccc1)N1CCN(S(=O)(=O)c2ccccc2)CC1,3,-4,2.7,-5,5.1,1,5,0,-8
Nc1c(C(=O)NCc2cccnc2)sc(=S)n1-c1ccccc1,6,12,0.2,-1,0.2,5,15,-2,-3
COc1ccccc1N(CC(=O)NC1CCCC1)C(=O)CCC(=O)Nc1ccccn1,4,4,7.0,-3,-1.1,3,6,-16,-1
c1ccc(CCCN2CCN(c3ccccn3)CC2)cc1,2,7,-0.2,-8,/,-1,-3,/,/
CCOC(=O)c1cnc2scnn2c1=O,2,7,0.5,-2,/,-10,-8,/,/
CCN1CCN(C(=O)c2ccc(CS(=O)Cc3ccc(C)cc3)o2)CC1 (configuration not stated),1,-7,0.0,-5,0.2,-10,-5,10,-4
COc1ccc(O)c(/C=N/NC(=S)Nc2cccc(S(=O)(=O)N(C)C)c2)c1,25,9,12,-1,12,68*,0,14,-8
Cc1c(Cl)cccc1Nc1nc(N)nc(CSc2ncccn2)n1,7,8,1.0,-3,0.2,1,-6,-5,-4
COC(=O)CCCn1cc(CN2CC(N3CCN(Cc4cccc(C)c4)CC3)CS2(=O)=O)nn1 (configuration not stated),-1,-12,-0.5,/,/,-10,-6,/,/
CC(OC(=O)Cc1ccc(F)cc1)C(=O)NCc1ccc2c(c1)OCO2 (configuration not stated),0,1,0.9,-3,-0.3,13,-3,-10,-7
Cc1ccc(S(=O)(=O)Nc2nc3c(s2)C(=O)CC(C)(C)C3)cc1,1,-6,-0.6,1,1.5,-9,12,13,-10
O=C(C1CCCN1S(=O)(=O)c1ccc(Br)cc1)N1CCOCC1 (configuration not stated),2,-9,0.1,-5,1.4,9,12,0,-10
COc1ccc(CCNC(=O)N[C@@H](Cc2ccccc2)C(=O)O)cc1,0,-2,0.9,-7,1.0,0,-1,-13,-5
CCCCOc1ccc(CNn2c(C)nc3ccccc3c2=O)cc1,10,-1,-0.1,-2,-0.4,59*,-8,-32,-9
CC1CN(C(=O)c2ccc(NS(=O)(=O)c3ccc(C(C)(C)C)cc3)cc2)CC(C)O1 (configuration not stated),16,-14,25*,39*,/,-8,0,/,/
CSc1ncnc2sc(C)c(C)c12,6,10,-0.5,0,-0.6,7,-14,6,5
COc1ccc(C2C3C(C)=NN=C3CC(C)(O)C2C(C)=O)cc1 (configuration not stated),1,25,0.2,-3,1.2,3,-9,8,-7
COCCNC(=O)CCCN1C(=O)c2ccccc2Sc2ncccc21,-1,-8,0.3,-2,0.1,-10,-5,-1,-15
COc1ccc2c(C)cc(SCC(=O)NC3CCCC3)nc2c1,14,-1,-0.6,-3,-0.9,-16,8,-8,7
Cc1ccc(NC(=O)Cc2cn(C)c3ccccc23)cc1F,-1,-3,0.1,-6,-0.1,3,12,2,-5
CCCCn1nnnc1C1(C)CCC(=O)N1C1CC1 (configuration not stated),-1,13,0.4,/,/,-14,-3,/,/
CCc1nn(CC(=O)NCCCN2CCOCC2)c(=O)c2cc3cc(F)ccc3n12,3,-4,-0.7,-6,-0.1,-15,9,-15,1
CN(C)c1nc(N)nc(CSc2ccccn2)n1,2,17,0.7,-8,0.9,-11,-9,8,0
CCOc1ccc(Oc2nc(N(CC)CC)nc(N3CCOCC3)n2)nn1,2,7,0.3,-3,0.5,-11,-8,3,-2
COc1ccc(-c2nn(-c3ccccc3)cc2/C=C(\CC(=O)O)c2nc3ccccc3s2)cc1OC,-2,13,1.0,-1,-0.4,-16,-13,-22,-4
Cc1ccc(SCCOCCN2CC(C)OC(C)C2)cc1 (configuration not stated),1,17,0.4,-6,-0.2,-24,-9,-1,-1
CCC/C(=C1/c2ccccc2C(=O)N1c1ccccc1)c1ccc2[nH]ccc2c1,0,2,-0.7,-13,0.6,58*,-14,8,-9
COc1ccc2c(c1)C(CC(C)=O)N(c1ccc(-c3cccs3)cc1)C(c1ccsc1)=C2 (configuration not stated),18,0,0.2,/,/,-9,-7,/,/
COc1ccc(-c2cc3nc(NCCCN(C)C)n(C)c(=O)c3s2)cc1OC,0,17,0.0,-3,/,-7,-8,/,/
